Compound activity deposited in PubChem BioAssay by The Scripps Research Institute Molecular Screening Center.
MMP13 fTHP cleavage = MMP13 inhibitors among fluorescent compounds, confirmation, biochemical, possible fluorescent artifacts, delta fluorescence (AID 734) | Collagenase 3 (Homo sapiens) | MMP13 fTHP FRET cleavage, delta fluorescence 4 h; active compounds read high | inhibition, %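 (each compound tested at 4 µM nominal in triplicate)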 | 5,100 tested, under 10 active;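 active = inhibition above the mean inhibition over all tested compounds plus 3 SD, cut at about 75% in these data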;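 note: 0% = DMSO only wells and 100% = 8 µM reference MMP13 inhibitor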
Numbers without * were called inactive. Some of the compounds tested; the hit share may differ from the screen's.

SMILES	MMP13 fTHP cleavage
Cc1ccc(S(=O)(=O)c2c(N)n(/N=C/c3ccco3)c3nc4ccccc4nc23)cc1	-4.7
COc1cccc(OC)c1-c1nnc(-c2cn(C)c3ccccc23)o1	-50.7
O=C1NC(c2cccs2)Nc2ccccc21 (stereo unspecified)	1.1
Cc1ccc(/C(O)=C2/C(=O)C(=O)N(CCN3CCOCC3)C2c2cccnc2)cc1 (stereo unspecified)	5.0
COc1ccc2c(C(F)(F)F)cc(=O)oc2c1C	27.2
CC(C)(C)c1[nH]nc2c1C(c1ccc(OC(=O)c3ccco3)cc1)C(C#N)=C(N)O2 (stereo unspecified)	5.7
O=C(Nc1c(C(=O)O)[nH]c2ccccc12)NC1CCCCC1	-5.1
CCSc1ccc2nnc(-c3ccc(F)cc3)n2n1	1.8
CCOC(=O)N1CCC(Nc2nc3ccccc3n3nnnc23)CC1	0.0
CCOC(=O)c1cc2c(=O)[nH]ccc2nc1C	-3.8
Cc1ccc(C2CC(c3cccs3)n3nc(N)nc3N2)cc1 (stereo unspecified)	3.3
Cc1ccc2c(c1)[nH]c1c(N3CCN(Cc4ccccc4)CC3)ncnc12	3.4
CCCn1c(N)c(C(=O)CSc2nnc(-c3ccco3)n2Cc2ccccc2)c(=O)[nH]c1=O	2.5
CCCCn1c(=NC(=O)c2cccnc2)c(C(=O)OCC)cc2c(=O)n3ccccc3nc21	0.1
CC(=O)Nc1ccc2c(c1)C(=O)N(C1CCCCC1)C2=O	-3.1
COCCCn1cnc2oc3nc4ccccc4nc3c2c1=O	7.8
COCCn1nnnc1CN(Cc1cccnc1)Cc1cc2cc(OC)ccc2[nH]c1=O	1.8
CCOC(=O)C1CCN(S(=O)(=O)c2cccc(-c3cn4cccnc4n3)c2)CC1	-33.0
CC(=O)c1c(C)n([O-])c2cc(C)ccc2[n+]1=O	7.0
CCn1c2ccccc2c2cc(N)ccc21	14.2
COc1ccc(C2C(C(=O)N3CCN(c4ccccn4)CC3)CC(=O)N2c2ccc(OC)cc2)cc1 (stereo unspecified)	1.1
Cc1ccc(S(=O)(=O)c2cc3c(=O)n4ccccc4nc3n(Cc3ccco3)c2=N)cc1	-0.4
Cc1cc(C)n2ncc(C(=O)NCc3cccnc3)c2n1	-0.1
Nc1ccc(-c2nc3ccc(N)cc3o2)cc1	-274.0
CCOC(=O)N1CCC(N2C(=O)c3ccccc3C2Nc2cc(C(=O)OC)cc(C(=O)OC)c2)CC1 (stereo unspecified)	3.5
(further entries)
SMILES	MMP13 fTHP cleavage
CCOC(=O)N1CCC(NC(=O)c2cc3c(=O)n(C)c4ccccc4c3n2C)CC1	7.5
O=C(CN1C(=O)NC2(CCCCCC2)C1=O)c1ccc2c(c1)OCCO2	5.5
O=C(c1noc2c1CCCC2)N1CCN(c2ccc(F)cc2)CC1	2.8
CCCNC(=O)c1c(N)n(-c2cccc(OC)c2)c2nc3ccccc3nc12	-2.9
CCOC(=O)/C(C#N)=C1/C=CN(C)C=N1	0.5
CN1C(=O)c2cccc(NC(=O)CCc3ccccc3)c2C1=O	5.5
N#Cc1nc(-c2ccco2)oc1NCCCN1CCOCC1	3.1
CCc1cc(=O)oc2c(C)c(O)c(CN(C)C)cc12	5.9
COc1ccc(C2C(C(=O)N3CCOCC3)=C(C)NC3=C2C(=O)CC(C)(C)C3)c(OC)c1 (stereo unspecified)	6.7
COC(=O)Cn1c(CCC(=O)O)ccc1-c1ccccc1	-0.8
COc1cccc(OCc2nnc(SCC(=O)OCc3ccccc3)o2)c1	2.6
CS(=O)(=O)c1nc(-c2cccs2)cc(C(F)(F)F)n1	-1.2
Cc1c(O)c(CN2CCCCC2)cc2c3c(c(=O)oc12)CCC3	-0.3
CCCCOc1ccc(OCCCN2CCOCC2)cc1	6.2
COC(=O)c1cc(Cc2ccc(N)c(C(=O)OC)c2)ccc1N	0.6
Cn1c(=O)[nH]c(=O)c2c1nc(CN1CCOCC1)n2Cc1ccccc1	3.0
COc1ccccc1NS(=O)(=O)c1ccc(C(=O)OCC(=O)NCc2ccco2)cc1	5.5
O=C(CC1CCCC1)NCCc1cn2ccccc2n1	5.0
CCCN1CCN(CCCNC(=O)Cn2ncc3c4ccccc4n(C)c3c2=O)CC1	3.8
CC(=O)OCC(=O)c1ccc2ccn(C(C)=O)c2c1	11.0
O=C(c1cccs1)N(Cc1ccco1)Cc1cc2ccccc2[nH]c1=O	6.8
COC(=O)c1ccc2[nH]c(C)cc(=O)c2c1	3.3
O=C(NCCN1CCOCC1)C1CCN(c2nc3ccccc3o2)CC1	1.9
COc1ccccc1N1CCN(C/C=C/c2ccc(N(C)C)cc2)CC1	11.4
O=C(O)C1CSCN1S(=O)(=O)c1cccc2nsnc12 (stereo unspecified)	5.7
Remaining list, next part:
SMILES	MMP13 fTHP cleavage
CN1CCN(C(=O)CSc2nc(-c3cccs3)ccc2C#N)CC1	-7.8
COC(=O)Nc1nnc(-c2ccccc2Cl)s1	9.1
COc1cccc(-n2c(Cc3cc(=O)[nH]c(=O)[nH]3)nnc2SCC(=O)N2CCCC2)c1	5.5
COCCn1c(=N)c(C(=O)NCc2ccco2)cc2c(=O)n3ccccc3nc21	1.2
CC(=O)C(C)Oc1ccc2c3c(c(=O)oc2c1)CCCCC3 (stereo unspecified)	-4.2
CN1CCc2c(sc3c2c(NCc2ccco2)nc2nnnn23)C1	8.5
Nc1nc(-c2ccccc2)cc(C(F)(F)F)n1	2.5
COC(=O)c1ccc(CNC(=O)CNc2cc(C(F)(F)F)ccc2N2CCOCC2)cc1	2.3
Cc1cc2n(n1)C(c1ccc(O)cc1)Nc1ccccc1-2 (stereo unspecified)	4.5
COc1cc2c(cc1OC)CN(CC(=O)NC(=O)NCc1ccco1)CC2	0.4
Fc1ccc(CNc2nc(-c3ccco3)cc(C(F)(F)F)n2)cc1	4.1
COCCCn1cnc2c(c1=O)c1nc3ccccc3nc1n2CCc1ccccc1	-0.3
COc1ccc2c(c1)cc(C(=O)O)n2C	2.4
Cc1cc(-c2nc3ncccc3o2)ccc1N	-15.9
N#Cc1c2c(c(NCCCN3CCOCC3)n3c1nc1ccccc13)CCC2	-1.3
NC(=O)c1nsc(C(=O)N(CCc2ccccc2)C(C(=O)NC2CCCC2)c2ccco2)c1N (stereo unspecified)	6.4
Fc1cccc2sc(Nc3nnc(-c4ccco4)o3)nc12	0.6
O=C(CSc1ccc2nnc(-c3ccccn3)n2n1)N1CCOCC1	3.5
CC(C)c1nnc(NC(=O)CCC(=O)NCc2ccc3c(c2)OCO3)s1	2.9
C=CCn1c(N)c(C(=O)OC(C)(C)C)c2nc3ccccc3nc21	-8.4
C=CCc1ccccc1OCCCCN1CCCC1	2.1
Cc1c(C)c2ccc(OCC(=O)N(C)C)c(C)c2oc1=O	-3.2
COc1cccc(C2CC(c3ccccc3Cl)n3nc(N)nc3N2)c1 (stereo unspecified)	4.0
CCN(CC)c1nc(C)c2c(c1C#N)CC(C)(C)OC2	3.4
COc1ccc(OC)c2c(C)cc(NCCN3CCOCC3)nc12	10.6
Next section
SMILES	MMP13 fTHP cleavage
CCOc1cc(-c2nc3cc(C)ccn3c2NCC2CCCO2)ccc1O (stereo unspecified)	-8.7
c1ccc2nc(-c3nc4ccccc4o3)ccc2c1	7.8
COc1cccc(-c2cc(C(F)(F)F)n3nc(N)nc3n2)c1	0.1
CCc1ccccc1N(CC(=O)NCc1ccco1)C(=O)c1snc(C(N)=O)c1N	3.4
Cc1cc(NC(=O)CSc2ccc3nnc(-c4ccc(Cl)cc4)n3n2)no1	4.5
O=S(=O)(Nc1ccc2c(c1)OCO2)c1ccc(Br)s1	10.0
CCOc1ccc2nc(NCCNC(=O)CC)c(C#N)cc2c1	-1.4
CCCC1C2CN(C(C)C)CC=C2C(C#N)=C(N)C1(C#N)C#N (stereo unspecified)	14.0
CCCCNC(=O)C1COc2ccccc2O1 (stereo unspecified)	0.0
Cn1c2ccccc2c2c(C(=O)O)cn(C3CCCC3)c(=O)c21	0.4
Cc1cccc(-c2nc(C#N)c(N3CCCCCC3)o2)c1	-12.1
COc1ccccc1C1C=C(c2ccc(Cl)cc2)Nc2nc(NS(C)(=O)=O)nn21 (stereo unspecified)	6.3
Cc1ccc(N2C(=O)CC(NCc3ccc4c(c3)OCO4)C2=O)cc1Cl (stereo unspecified)	3.3
Cc1cc(NCCN2CCOCC2)n2nc(C)c(-c3ccc(Cl)cc3)c2n1	1.6
CC(=O)NCCc1cc2cc(C)c(C)cc2[nH]c1=O	1.5
CCOC(=O)N1CCC(N2C(=O)c3ccccc3C2Nc2ccc3c(C)cc(=O)oc3c2)CC1 (stereo unspecified)	-77.0
N#Cc1nc(-c2ccco2)oc1N1CCCC1	0.8
CC1CC(C)CN(CCCNC(=O)C2CCN(S(=O)(=O)N3CCCCC3)CC2)C1 (stereo unspecified)	4.8
O=c1c2cc(N3CCOCC3)ccc2[nH]c(=S)n1Cc1ccco1	5.8
COC(=O)CSc1nc(-c2cccs2)ccc1C#N	8.2
COc1ccc(C2=CC(c3ccc(F)cc3)n3nnnc3N2)cc1 (stereo unspecified)	5.7
N#CC(c1nc2ccccc2nc1N1CCCC1)S(=O)(=O)c1ccccc1 (stereo unspecified)	5.8
COc1ccc(C2C=C(c3ccccc3)Nc3ncnn32)cc1 (stereo unspecified)	-3.4
COc1ccc(N(CC(=O)NCC2CCCO2)S(=O)(=O)c2c(C)noc2C)cc1 (stereo unspecified)	4.5
CCOC(=O)c1nc2sc3c(c2c(=O)[nH]1)CCCC3	41.0
Additional compounds follow:
SMILES	MMP13 fTHP cleavage
COc1cccc2[nH]c3c(N4CCCCC4)ncnc3c12	8.6
CC(=O)COc1ccc2c3c(c(=O)oc2c1C)CCCCC3	-3.6
Cc1ccc(S(=O)(=O)c2cc3c(=O)n4ccccc4nc3n(Cc3ccco3)c2=N)cc1C	8.8
Cc1ccc(CNC(=O)CCCNC(=O)c2ccc(Cl)cc2)n1C	4.6
CCOC(=O)N1CCC(NC(=O)c2ccc3c(c2)sc2nc(-c4ccccc4)cn23)CC1	-1.6
COC(=O)C1=CN(CC2CCCO2)C=C(C(=O)OC)C1c1cc(OC)c(OC)c(OC)c1 (stereo unspecified)	1.6
O=C(CC1Nc2ccccc2NC1=O)NCCCN1CCCCCC1 (stereo unspecified)	6.8
CCn1c(SCC(=O)c2cc(C)n(CC3CCCO3)c2C)nc2ccccc21 (stereo unspecified)	5.2
COc1ccc(S(=O)(=O)N2CN(Cc3ccco3)c3nc4ccccc4nc32)cc1	3.2
CCN(CC)c1ccc2cc(-c3nc4ccccc4n3C)c(=O)oc2c1	9.9
CCC(=O)N(Cc1cc2c(C)cc(C)cc2[nH]c1=O)C1CCCCC1	5.2
COc1ccc2c(-c3ccccc3)cc(N3CCOCC3)nc2c1	0.3
c1ccc(-n2nnnc2SCc2cn3cccnc3n2)cc1	9.3
CN1CCN(Cc2c(O)c(Cl)cc3c(-c4ccccc4)cc(=O)oc23)CC1	5.9
Nc1nnc(-c2ccncc2)s1	9.5
COc1ccc(-c2ccc(-c3noc(-c4cccc(OC)c4)n3)c(OC)n2)cc1	8.3
COc1ccc2nc(N3CCC(C)CC3)c(C#N)cc2c1	4.3
Cc1ccc(S(=O)(=O)Nc2ccccc2C(N)=O)cc1	7.4
Cc1ccc2cc3c(NC(=O)c4ccco4)nn(C)c3nc2c1	5.1
CC1=C(C#N)C(c2cccnc2)C2=C(CC(C)(C)CC2=O)N1 (stereo unspecified)	5.2
NC(=O)c1sc2nccc(Nc3ccccc3)c2c1N	12.2
CSc1nnc(-c2ccc(S(=O)(=O)N3CCOCC3)cc2)n1CC1CCCO1 (stereo unspecified)	0.5
COC(=O)c1c(C)cc(C)n2c1nc1ccccc12	-7.8
COc1ccc(S(=O)(=O)Nc2ccccc2C(=O)NCc2ccco2)cc1Br	3.8
N=c1c[n+](N2CCOCC2)[n-]o1	4.6

Gathered by group: those above with an aryl thioether with sulfur outside any ring
SMILES	MMP13 fTHP cleavage
CCSc1ccc2nnc(-c3ccc(F)cc3)n2n1	1.8
CCCn1c(N)c(C(=O)CSc2nnc(-c3ccco3)n2Cc2ccccc2)c(=O)[nH]c1=O	2.5
COc1cccc(OCc2nnc(SCC(=O)OCc3ccccc3)o2)c1	2.6
CN1CCN(C(=O)CSc2nc(-c3cccs3)ccc2C#N)CC1	-7.8
COc1cccc(-n2c(Cc3cc(=O)[nH]c(=O)[nH]3)nnc2SCC(=O)N2CCCC2)c1	5.5
O=C(CSc1ccc2nnc(-c3ccccn3)n2n1)N1CCOCC1	3.5
Cc1cc(NC(=O)CSc2ccc3nnc(-c4ccc(Cl)cc4)n3n2)no1	4.5
COC(=O)CSc1nc(-c2cccs2)ccc1C#N	8.2
CCn1c(SCC(=O)c2cc(C)n(CC3CCCO3)c2C)nc2ccccc21 (stereo unspecified)	5.2
c1ccc(-n2nnnc2SCc2cn3cccnc3n2)cc1	9.3
CSc1nnc(-c2ccc(S(=O)(=O)N3CCOCC3)cc2)n1CC1CCCO1 (stereo unspecified)	0.5

The list goes on:
SMILES	MMP13 fTHP cleavage
CCOC(=O)CSC1=Nc2ccccc2C2=NC(CC(=O)NCc3cccs3)C(=O)N12 (stereo unspecified)	4.6
O=C(NC1=NCCS1)c1ccc(-c2ccc(Cl)cc2)o1	-6.9
CC1=C(C#N)C(C)C2=C(CC(C)(C)CC2=O)N1 (stereo unspecified)	-16.6
CCOC(=O)c1[nH]c2ccccc2c1NC(=O)C(CC)CC	0.8
Cc1cc(NCc2ccco2)nc2cc(O)ccc12	-5.4
Nc1c(C(=O)NCc2ccco2)sc2nc(N3CCOCC3)c3c(c12)CCCC3	15.8
CC1CCN(CCCn2c(=S)[nH]c3ccc(N4CCOCC4)cc3c2=O)CC1	3.0
CC(=O)Oc1cc(OC(C)=O)c2c(C)cc(=O)oc2c1	-177.3
COc1cc2c(=O)n(Cc3ccccc3)c(=O)n(CC(=O)NCC3CCCO3)c2cc1OC (stereo unspecified)	3.5
COc1ccc(CNc2oc(-c3ccccc3)nc2C#N)cc1	-3.3
O=C(Cc1cccs1)Nc1nnc(-c2ccncc2)s1	9.5
Cc1cccc2cc(C#N)c(N3CCN(C)CC3)nc12	-6.8
